# Compound activity as filed in PubChem BioAssay.
# 12-LOX inh: Primary qHTS assay for inhibitors of human arachidonate 12S-lipoxygenase (ALOX12): Round 2; purified 12hLO, xylenol orange hydroperoxide absorbance; Potency, µM (highest dose often 108 µM), for the others: at the top dose activity change, negative = inhibition, hits mostly inhibitors; 580,000 tested, 1.1% active; active = well fitted inhibition curve with a large enough effect; inconclusive = small, poorly fitted or top-dose-only effect, or another doubt; inactive = no such curve, though single readings can be large or run the other way
# Target sequence (P18054 whole entry, looked up): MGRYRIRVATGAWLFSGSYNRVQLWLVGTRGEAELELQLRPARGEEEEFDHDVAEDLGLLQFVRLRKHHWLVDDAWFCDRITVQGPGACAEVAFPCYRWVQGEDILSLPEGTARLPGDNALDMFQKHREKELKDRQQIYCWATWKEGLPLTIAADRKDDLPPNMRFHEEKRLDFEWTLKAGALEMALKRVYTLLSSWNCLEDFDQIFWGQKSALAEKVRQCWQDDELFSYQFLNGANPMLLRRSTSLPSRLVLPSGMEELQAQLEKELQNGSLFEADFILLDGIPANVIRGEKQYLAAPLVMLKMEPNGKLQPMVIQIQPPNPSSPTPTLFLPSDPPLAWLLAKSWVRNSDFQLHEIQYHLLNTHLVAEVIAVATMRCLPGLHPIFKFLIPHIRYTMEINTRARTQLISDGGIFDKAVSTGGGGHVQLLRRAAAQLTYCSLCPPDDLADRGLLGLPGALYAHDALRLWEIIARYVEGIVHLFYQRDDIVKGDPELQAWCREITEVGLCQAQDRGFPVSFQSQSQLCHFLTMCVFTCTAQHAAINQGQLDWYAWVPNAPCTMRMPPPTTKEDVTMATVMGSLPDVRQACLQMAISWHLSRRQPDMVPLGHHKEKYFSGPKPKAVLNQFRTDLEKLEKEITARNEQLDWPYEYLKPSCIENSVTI
#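 Purified human 12hLO at 150 nM in 25 mM Hepes, 0.01% Triton X-100, pH 7.0, preincubated 15 min at room temperature with compound. Reaction started with 40 uM arachidonic acid, 30 min at room temperature. Hydroperoxide measured by Fe-xylenol orange, 573/405 nm absorbance ratio.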
# Active calls of the source: *; ? = inconclusive; & = joins results of further samples; [ ] = dose if it differs, or a comment. % is set by controls: 0 for no effect and ±100 for the full control effect; potency is the fitted concentration of half-maximal effect. The list is partial, so the mix of outcomes need not match the whole.
# Start of the data: the first two entries, to show the layout:
SMILES,12-LOX inh
F[C@@H]1CN(Cc2ccc3c(c2)OCCO3)C[C@@H]1OCc1nc2ccccc2[nH]1,11.4%[176 µM]
O=C(c1[nH]nc2c1COc1ccccc1-2)N1CC(c2noc(COc3ccc(F)cc3)n2)C1,25.9%

# All compounds of this part, repeating the preview:
SMILES,12-LOX inh
F[C@@H]1CN(Cc2ccc3c(c2)OCCO3)C[C@@H]1OCc1nc2ccccc2[nH]1,11.4%[176 µM]
O=C(c1[nH]nc2c1COc1ccccc1-2)N1CC(c2noc(COc3ccc(F)cc3)n2)C1,25.9%
O=C(Nc1nccs1)[C@@H]1C[C@@H](c2ccc(F)cc2)N(CCOc2ccccc2)C1,58.4%[activator][176 µM]
Cn1cc(-c2ccncc2)cc1C(=O)N1CCN(c2cccc(Cl)c2)CC1,11.2%
O=C(NCCc1ccccc1)N(C1CCOCC1)C1CCN(Cc2cccnc2)CC1,51.2%[activator]
CC(=O)NCC(=O)NC1CC(C)(C)Cc2nc(N(C)Cc3ccccc3)ncc21 (stereo not given),54.0%[activator]
CCN(Cc1ccccc1)Cc1csc(C)c1C,?
Cc1ccc(NC(=O)C2CC3CCCC(C2)C3=O)cc1 (stereo not given),11.0%
CCC(Oc1ccccc1)C(=O)Nc1cc(C(=O)OCc2cc(=O)n3oc(C)cc3n2)ccc1OC (stereo not given),-5.9%
CC1(C)C(=O)N(Cc2ccccc2)[C@H]2CN(Cc3cccc(C(=O)O)c3)C[C@H]2[S+]1(=O)[O-],4.6%
CC(C)c1nc2c(c(-c3ccc(O)cc3)n1)CN(CC1CCCCC1)CC2,-17.9%
CCc1cccc(NC(=O)c2ccc3c(c2)N(CC)C2CCCCN2C3=O)c1 (stereo not given),16.4%
COCC(=O)N1CCC2(CC1)CN(C(=O)Nc1cccc(F)c1)C2,-6.7%[57.4 µM]
N#CC1(C(N)=O)C(c2ccccc2Cl)C1(C#N)C(N)=O (stereo not given),6.1%
O=C(O)C/C(=C/c1cccs1)c1nc2ccccc2s1,?
Cc1nn2c(=O)cc(CSc3n[nH]c(-c4ccccc4)n3)nc2s1,-25.8%
COc1ccc(C(=O)N2N=C(C)CC2(O)C(F)(F)F)cc1OC (stereo not given),15.7%
CCOc1ccc(/C(O)=C2\C(=O)C(=O)N(c3nccs3)C2c2ccc(C)cc2)cc1 (stereo not given),6.31µM*
CN(C)c1ccc(C(=O)N2CCN(C(=O)NC3CCCCC3)[C@H](C(=O)N[C@@H](CC3CCCCC3)C(N)=O)C2)cc1,9.5%
CCc1ccc(C(C)NC(=O)CC23CC4CC(CC(C4)C2)C3)cc1 (stereo not given),17.6%
CCC(C#CCN1CCCC1)(CC)OCCC#N,?
CCc1ccccc1-n1c(SCC(=O)NC(C)c2cc3ccccc3o2)nnc1N1CCOCC1 (stereo not given),-4.2%
COc1ccc(C2CC(=O)C(c3ccc(F)cc3)=CN2Cc2ccccc2)cc1 (stereo not given),-15.2%
O=C(NCC1CCC2(CCN(Cc3cccc(-c4ccco4)c3)CC2)O1)c1ccccc1 (stereo not given),-4.7%
CC(=O)C1=CC[C@H]2[C@@H]3CC[C@H]4C[C@@H](O)CC[C@]4(C)[C@H]3CC[C@]12C,?
SMILES,12-LOX inh
O=C(CCc1ncc(-c2ccc(Cl)cc2)o1)NC1CCS(=O)(=O)C1 (stereo not given),4.4%
COc1ccc(CN2C=C(C(=O)OCc3nc(C4CCCCC4)no3)C(C)=NS2(=O)=O)cc1,4.1%
c1cnc(-c2noc(-c3nc(-c4ccc5c(c4)OCO5)no3)n2)cn1,15.1%
CC1=C[C@@H](CNC(=O)c2cnccn2)[C@H](C(C)C)C[C@H]1Cc1nnc(-c2ccccc2F)o1,-1.1%
CNC(=O)c1cnn2c1CN([S+](=O)([O-])c1cccc(C(F)(F)F)c1)CC2,-0.3%[6.33 µM]
Cc1ccc2c(c1)C(CS(=O)(=O)NCC(C)C)NC2 (stereo not given),?
COCc1nncn1C1CCN(C(=O)c2cccc(C(F)(F)F)c2)CC1,23.1%
O=C(Nc1ccc(F)cc1F)N[C@H]1[C@H]2CCO[C@H]2[C@@H]1N1CCCCC1,?
CCOc1ccc(/C=C/C(N)=O)cc1,25.5%
CCC1(O)CCC12CCN(C(=O)c1cccnc1)CC2 (stereo not given),21.3%
COc1ccc(C2Cn3nnc(-c4noc(-c5cc(F)ccc5Cl)n4)c3CO2)cc1 (stereo not given),67.6%[activator]
CN(C)C(=O)CSc1nc(NC2CC2)c2ccccc2n1,-18.6%
O=c1cc(-c2cnccn2)oc2c(-c3cn[nH]c3)nccc12,1.4%[176 µM]
COc1ccc(-c2csc(Nc3cccc4ccccc34)n2)cc1,-26.4%
O=C(Cc1c[nH]c2ccccc12)Nc1ccc(Nc2cccnc2)c(-c2ccc(-c3ccccc3)cc2F)c1,4.3%
Cc1nnc(NC(=O)C2c3ccccc3C(=O)N(Cc3ccccc3)C23CCCC3)s1 (stereo not given),-14.9%
Cc1ccc(S(=O)(=O)N2C(c3cccc(Cl)c3)CC=C(C(=O)O)C2c2cccc(Cl)c2)cc1 (stereo not given),0.0%
Clc1cc(NC2CCCC2)n2nccc2n1,27.7%[176 µM]
COCC(=O)NC1CCC12CCN(Cc1ccc(C)c(C)c1)CC2 (stereo not given),40.7%[activator]
CCN1c2cc(C(=O)N3CCN(c4ccc(OC)cc4)CC3)ccc2C(=O)N2CCCCC21 (stereo not given),0.2%
O=C(C(=O)N1CCN(S(=O)(=O)c2cccc3ccccc23)CC1)c1cccc(C(F)(F)F)c1,-2.3%
N#Cc1ccc(CNc2ccccc2I)cc1,-4.5%
CCN(C(=O)C1CCN(c2oc(-c3ccco3)nc2C#N)CC1)c1ccccc1C,-5.5%
Cc1ccc(C2Cn3nnc(-c4noc(-c5c(F)cccc5F)n4)c3CO2)cc1 (stereo not given),26.4%
Cc1ccc(CCNC(=O)Cn2nc(C)n(CCc3ccccc3)c2=O)o1,14.5%

# Printed as active in 12-LOX inh, among the entries above:
SMILES,12-LOX inh
CCOc1ccc(/C(O)=C2\C(=O)C(=O)N(c3nccs3)C2c2ccc(C)cc2)cc1 (stereo not given),6.31µM*

# Next part.
SMILES,12-LOX inh
Cc1ccccc1NC(=O)C1(N(C)C(=O)Cc2nc(N)n[nH]2)CCCCC1,2.8%
COC(=O)[C@@H](N[C@H](/C=C/c1ccccc1)[C@@H](O)Cc1ccccc1)C(C)C,3.4%
O=C(CCNc1c(-c2ccc(F)cc2)nc2cnccn12)N1CCCCC1,12.7%
O=C(CCc1c[nH]c2ccccc12)NC1CCN(c2ccc(=O)[nH]n2)CC1,26.9%
COC(=O)[C@@]12C[C@@H](CC(=O)N3CCN(C(=O)C4CC4)CC3)C(=O)N(Cc3ccccc3)C1=CCC(C)(C)C2,11.7%
COCCNC(=O)c1cc(-c2ccc(C)nc2)cc2ncn(C)c12,-0.6%[176 µM]
O=C(CC[C@H]1NC(=O)c2ccccc2NC1=O)Nc1ncn[nH]1,32.2%[activator]
O=C(CCNC(=O)N1CCN(C(=O)c2cc3ccccc3[nH]2)CC1)N1CCCC1,4.4%
CC(c1cccs1)N(C)Cc1ccsc1 (stereo not given),3.0%[176 µM]
O=C(CCCc1nc2ccccc2s1)NC1CCCCC1,15.9%
CC(=O)Nc1cccc(C(C)NC(=O)Nc2cccc(C(F)(F)F)c2)c1 (stereo not given),?
COc1ccccc1OCc1nc2c3c(ncn2n1)Oc1cc(O)ccc1C3c1ccccc1 (stereo not given),11.2%&6.8%
Cc1cccc(CN2C[C@@H]3C(=O)N(C)C(=O)[C@@H]3C2)c1,22.2%
CCCn1nc(C)cc1-c1nn2c(-c3cc(F)ccc3F)nnc2s1,-32.4%
COc1cc(CC2(CCC(=O)N3CCC(Oc4cccc(F)c4)CC3)CCC(=O)N2)ccc1F (stereo not given),5.9%
Nc1ccsc1C(=O)N1CCC2(CCC(=O)N(CC3CCCO3)C2)CC1 (stereo not given),7.94µM*
C[S+](=O)([O-])N1Cc2ccccc2CC2(CCCN2CC2CCCC2)C1 (stereo not given),0.0%[6.33 µM]
CC1(C(=O)N2CCCC2)CCCc2cnc(Nc3ccccc3)nc21 (stereo not given),-5.0%[176 µM]
COc1ccc(CN2C(NC(=O)OCc3ccccc3)=NC3=CC(C)(C)n4c(=O)n(-c5ccccc5)c(=O)n4C32)c(OC)c1 (stereo not given),22.4%
COc1cc(CNC(=O)C23CC4CC(CC(C4)C2)C3)ccc1OC(F)F,-2.3%
C=CCOc1ccc(C(=O)NCC(F)(F)F)cc1,?
O=C(N[C@H]1C=C[C@H](CC(=O)N2CCCCC2)O[C@@H]1CO)c1cccc(F)c1,-7.7%
Cc1ccc(C)c(NC(=O)c2ncoc2-c2cccc(Cl)c2)c1,?
c1ccc2c(NC34CC5CC(CC(C5)C3)C4)nc(N3CCCC3)nc2c1,59.4%[activator]
CN(C)c1nc2c(c(=O)[nH]1)CCN(Cc1ccc(OC(F)(F)F)cc1)CC2,5.8%

# Sorted by the number under 12-LOX inh (largest number first): 3 of the compounds above
SMILES,12-LOX inh
O=C(CCc1c[nH]c2ccccc12)NC1CCN(c2ccc(=O)[nH]n2)CC1,26.9%
Cc1cccc(CN2C[C@@H]3C(=O)N(C)C(=O)[C@@H]3C2)c1,22.2%
COC(=O)[C@@]12C[C@@H](CC(=O)N3CCN(C(=O)C4CC4)CC3)C(=O)N(Cc3ccccc3)C1=CCC(C)(C)C2,11.7%

# Remaining list, next part.
SMILES,12-LOX inh
CC(C)c1ccc(/C=N/NC(=O)c2cc(C3CC3)nc3ccccc23)cc1,-1.7%
CCOC(=O)c1cc2cccc(OC)c2o1,-34.0%
CCn1ccc(C(=O)NCC(=O)N2CCCCCCNC(=O)CC2c2ccccc2)n1 (stereo not given),26.7%
O=C(Cc1cccnc1)N1CCC(N2C(=O)C(O)C23CCCCC3)CC1 (stereo not given),55.0%[activator]
CCC(C)(C)C(=O)N1CC(c2nnc(-c3ccncc3)o2)C2(CCOCC2)C1 (stereo not given),17.3%
COc1cc2nc(-c3cc4c(c(OC)c3)OCCNC4)cc(C)c2cc1OC,1.3%
C=C(C)CC1C(Br)=CCC[N+]1(C)C (stereo not given),-106.4%
O=C(CSc1nc2ccccc2c(=O)n1CCCN1CCOCC1)c1ccc(F)c(F)c1,-63.5%
O=C(NCc1cccs1)c1cc2ccccc2[nH]1,-6.0%
COCCN1C(=O)c2cccn2CC1CNC(=O)Cc1cccc(F)c1 (stereo not given),1.1%
CCn1cnc2c1c(=O)n(CC(=O)NC(C)c1ccccc1)c(=O)n2Cc1ccccc1 (stereo not given),-3.6%
Cc1noc([C@@H]2CC(F)(F)CN2C(=O)c2occc2C)n1,9.8%
CCc1noc(-c2cn(C3CCN(C(=O)c4ccc(C)s4)CC3)nn2)n1,34.4%
O=c1ccc2cc(S(=O)(=O)N3CCCCC3)ccc2o1,6.1%
Cc1ccc(SCCNC(=O)c2ccc3c(c2)OCCCO3)cc1,21.3%
CCc1nc(C)c(C(=O)N[C@H]2COC[C@H]2Cc2cc(C)no2)s1,39.5%[activator]
CC1=C(C(=O)OC(C)C)C(c2cccs2)N2C(CC(=O)NC3CC3)=CSC2=N1 (stereo not given),12.0%
Cc1cc(SCC(=O)Nc2sccc2C(N)=O)nc2ccccc12,?
CC(O)(COc1ccccc1)c1ccc2c(c1)CN(Cc1cccc3ncccc13)CCO2 (stereo not given),11.5%
CC1CCC(NC(=O)C2CC(=O)Nc3cc(F)ccc32)CC1 (stereo not given),?
Cc1cccc(-c2ocnc2C(=O)N2CCCOCCNC(=O)CC2)c1,39.6%[activator]
N#C/C(=C/c1ccc(-c2ccccc2F)o1)c1nc2ccccc2[nH]1,?
N#Cc1c[nH]c(C(=O)N2CCN(Cc3cn[nH]n3)CC(O)C2)c1 (stereo not given),66.7%[activator]
CCOP(=O)(OCC)c1nc(-c2ccco2)oc1NCc1ccccc1Cl,-5.5%
O=c1cc(N2CCOCC2)oc2c(Nc3cccc(Cl)c3)nccc12,1.7%[176 µM]

# Sorted by count of non-hydrogen atoms (rising): 3 of the compounds above
SMILES,12-LOX inh
CCOC(=O)c1cc2cccc(OC)c2o1,-34.0%
Cc1ccc(SCCNC(=O)c2ccc3c(c2)OCCCO3)cc1,21.3%
CCC(C)(C)C(=O)N1CC(c2nnc(-c3ccncc3)o2)C2(CCOCC2)C1 (stereo not given),17.3%

# Later entries
SMILES,12-LOX inh
O=C(c1ccc(C2SCCS2)cc1)N1CCN(S(=O)(=O)c2ccc(F)cc2)CC1,16.7%
COc1ccccc1NC(=O)c1cc2ccc(O)cc2oc1=O,-1.3%
CSc1cccc(NC(=O)N(C)CCc2noc(-c3ccc(C(=O)N4CCCCC4)cc3)n2)c1,-0.5%
Cc1ccc(-c2noc(CCCC(=O)N3CCc4nc5cc(-c6ccccc6)[nH]n5c(=O)c4C3)n2)cc1,23.5%
CN(Cc1ccccc1)c1ncccc1CNC1CCSCC1,27.0%
COc1ccc(OC)c(S(=O)(=O)n2nc(C)c(S(=O)(=O)N3CCCC3)c2C)c1,?
COc1cc(=O)n2c(c1C(=O)NCc1nonc1C)CCN(C(=O)c1cccc(C)c1C)CC2,9.8%
CN1C(=O)N(C)C2(CCN(c3cc(C4CC(O)C4)ncn3)CC2)C1=O (stereo not given),30.0%[activator]
O=[N+]([O-])c1ccc2[nH]ccc2c1,-4.0%
O=C(NCc1nnc2n1CCN(C(=O)c1cccc(Cl)c1)CC2)C1CC1,-0.1%
Cc1ccc(-c2cc(C(=O)NC(C)C3CC3)c3ccccc3n2)o1 (stereo not given),?
CC(C)(CNC(=O)C1(c2ccccc2)CCC1)C(N)=O,-12.5%
Cc1ccc(-c2nc(CC(=O)NCc3ccccc3F)cs2)o1,11.2µM*
CCCN(CC1CCOC1)S(=O)(=O)c1cc(OC)ccc1OC (stereo not given),40.6%[activator]
Cn1ccc(NC(=O)C2(C)CN(Cc3ccccc3)Cc3ccc(N4CCOCC4)nc32)n1 (stereo not given),225.1%[activator]
